FUS suppressor: suppressors of FUS proteinopathy in yeast; S. cerevisiae FUS-expressing, growth rescue, OD600, 24 h; Potency, µM (titrated, usually from 76.6 µM), inactives show at the highest dose growth rescue (activation), hits mostly activators; actives 0.24% (n = 390,000); AID 1347120;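 also: potency is read from the fitted curve at half-maximal effect; plate controls were DMSO vehicle for no effect and reference control for full effect; nearly all actives have a fitted effect of over 55% in size; some results filed as inactive show a strong effect at the top dose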
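Galactose (2%) drives FUS expression in yeast precultured in raffinose; seeding density OD 0.005. Test compounds incubated 24hr at 30C and 99% humidity before absorbance at 600 nm was measured.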
TDP-43 yeast inh: rescues yeast growth from TDP-43 toxicity. TDP-43 expressing yeast growth rescue, BacTiter-Glo, 24 h. Potency, µM (highest dose often 46.1 µM), for inactives: at the top dose growth rescue (activation), hits mostly activators. actives 1.8% (n = 410,000). AID 652104; also: potency is read from the fitted curve at half-maximal effect; % of control where 0% means no effect; nearly all actives have a fitted effect of over 50% in size
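Yeast cells expressing TDP-43 under galactose induction are exposed to compounds for 24 hr at 30 deg C. BacTiter-Glo luminescence measures growth, so protective compounds score as activators.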
DRD3 antagonist: antagonists of human D3 dopamine receptor | P35462 | D3R cells, DiscoveRx beta-arrestin luminescence, antagonist mode; hits give low values | max response, negative = inhibition, % | actives 2.5% (n = 360,000); in the data active = max response below about -50%; inconclusive = no clear call, values can overlap the other calls; also: % is scaled to controls: 0 for no effect and ±100 for the full control effect; mostly tested at two doses, the higher about 12 µM
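Cells expressing the human receptor were seeded at 1500 cells/well, incubated overnight at 37 degrees C in 5% CO2, then exposed to library compounds with dopamine controls for 90 minutes at 37 degrees C before luminescent detection.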
EPAC2 agonist: activates human EPAC2 exchange factor; Q8WZA2; EPAC2 activation, biochemical qHTS; response scale: 100% = 6.5 mM cAMP response; Potency, µM (top dose mostly 154 µM), without a hit: at the highest dose activation, actives largely listed as activators; actives 0.079% (n = 360,000); AID 720711; also: potency is read from the fitted curve at half-maximal effect; nearly all actives have a fitted effect of over 50% in size
Target sequence (Q8WZA2 whole entry, looked up): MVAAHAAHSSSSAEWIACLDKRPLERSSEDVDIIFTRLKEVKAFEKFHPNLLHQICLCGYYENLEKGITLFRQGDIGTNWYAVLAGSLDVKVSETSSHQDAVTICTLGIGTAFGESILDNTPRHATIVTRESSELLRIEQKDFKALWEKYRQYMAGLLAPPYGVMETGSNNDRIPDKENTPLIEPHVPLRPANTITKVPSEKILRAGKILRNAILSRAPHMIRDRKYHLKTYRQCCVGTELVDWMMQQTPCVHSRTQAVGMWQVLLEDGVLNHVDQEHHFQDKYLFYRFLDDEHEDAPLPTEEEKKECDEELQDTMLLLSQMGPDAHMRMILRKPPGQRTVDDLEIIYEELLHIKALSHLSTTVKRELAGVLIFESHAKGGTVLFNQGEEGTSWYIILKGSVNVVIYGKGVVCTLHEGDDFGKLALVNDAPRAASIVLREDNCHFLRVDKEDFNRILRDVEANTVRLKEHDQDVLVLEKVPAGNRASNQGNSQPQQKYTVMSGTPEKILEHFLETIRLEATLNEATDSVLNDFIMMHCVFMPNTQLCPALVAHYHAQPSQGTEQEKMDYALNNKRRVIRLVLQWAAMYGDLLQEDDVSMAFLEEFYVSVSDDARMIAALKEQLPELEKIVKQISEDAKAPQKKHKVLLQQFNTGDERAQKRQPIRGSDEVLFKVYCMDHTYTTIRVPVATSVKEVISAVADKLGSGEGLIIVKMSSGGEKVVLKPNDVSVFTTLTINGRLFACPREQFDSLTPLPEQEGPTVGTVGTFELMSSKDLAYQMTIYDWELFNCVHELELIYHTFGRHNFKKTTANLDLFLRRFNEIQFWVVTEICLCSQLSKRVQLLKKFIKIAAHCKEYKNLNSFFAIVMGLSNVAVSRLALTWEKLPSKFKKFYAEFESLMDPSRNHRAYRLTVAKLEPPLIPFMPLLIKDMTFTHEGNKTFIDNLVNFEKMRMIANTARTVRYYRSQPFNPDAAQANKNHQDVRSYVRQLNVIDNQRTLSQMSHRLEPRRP
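Fluorescence exchange assay: 100 nM EPAC2 with 250 nM RAP1B-BODIPY-GDP and 50 uM GDP; compounds tested as a concentration-titration series (qHTS). Loss of Rap1-bound BODIPY-GDP fluorescence read at 480/540 nm; data normalized to 6.5 mM cAMP.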
aSyn rescue: rescues yeast growth from alpha-synuclein toxicity. Yeast expressing alpha-synuclein, growth rescue, BacTiter-Glo, 24 h. Potency, µM (highest dose often 46.1 µM), for inactives: top-dose growth rescue (activation), actives largely listed as activators. actives 0.14% (n = 370,000); also: potency is read from the fitted curve at half-maximal effect; % of control where 0% means no effect; nearly all actives have a fitted effect of over 65% in size
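Readout is rescue of growth in alpha-synuclein-expressing yeast, so inhibitors of toxicity appear as activators. Growth after 24 hr at 30 deg C in galactose medium is quantified by luminescence.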
Abeta yeast res: restores growth of yeast expressing A-beta42 peptide. Potency, µM (titrated, usually from 46.1 µM), without a hit: top-dose growth rescue, actives largely listed as activators. AID 1347071. yeast expressing A-beta42, growth rescue, OD600, 48 h; response scale: 0% DMSO, 100% iron-clioquinol control. actives 0.063% (n = 410,000); also: potency is read from the fitted curve at half-maximal effect; nearly all actives have a fitted effect of over 55% in size
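Yeast A-beta toxicity model in growth medium with pinned compounds, 48 h at 30 C; growth read as absorbance at 600 nm. Normalized to FeCl3/clioquinol equimolar mix (positive) and DMSO (negative).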
D3 ag: activates the human D3 dopamine receptor | P35462 | D3R DiscoveRx beta-arrestin cells, luminescence, 90 min | actives 0.58% (n = 410,000) | max activation, %; in the data active = max activation above about 30%; also: 0% is about no effect; mostly tested at two doses, the higher about 12 µM
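Agonist mode: compounds and dopamine controls were applied to plated cells for 90 min at 37 degrees C after an overnight attachment at 1500 cells/well. Luminescent read-out followed 30 - 60 minutes at room temperature with DiscoveRx detection reagent.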
EPAC2 antag: blocks human EPAC2 exchange factor. Q8WZA2. EPAC2 GEF exchange of Rap1B-BODIPY-GDP, fluorescence. Potency, µM (doses to about 114 µM), for inactives: at the top dose activity, negative = inhibition, usual class: inhibitors. actives 0.18% (n = 360,000); also: potency is read from the fitted curve at half-maximal effect; % is scaled to controls: 0 for no effect and ±100 for the full control effect; nearly all actives have a fitted effect of over 45% in size; many of its hits are not listed in these tables
Numbers without * were called inactive; ? = inconclusive; . = not tested or not shown; & = joins results of further samples; [ ] = remark or other dose. Unless noted, calls follow the shape of the dose curve; as a rule, active = well fitted curve in the direction sought with a large enough effect; inconclusive = small, poorly fitted or top-dose-only effect, or another doubt; inactive = no such curve, though single readings can be large; an effect the other way counts as inactive or inconclusive.

SMILES	FUS suppressor	TDP-43 yeast inh	DRD3 antagonist	EPAC2 agonist	aSyn rescue	Abeta yeast res	D3 ag	EPAC2 antag
CCCn1c(=N)c(C(=O)NCc2ccc3c(c2)OCO3)cc2c(=O)n3cccc(C)c3nc21	.	10%	-19	1%	-6%	-7%	-2	-3%
CCCS(=O)(=O)N1CCCC(C(=O)Oc2ccc(Cl)cc2)C1 (stereo unspecified)	8%	11%	8	3%	-11%	10%	3	1%
CN1C(=O)C2(NC(=O)c3ccccc3N2C)c2ccccc21 (stereo unspecified)	-23%	-6%	-15	12%	-3%	-6%	1	9%
Cc1nc(C)c(C(=O)OCC(=O)N2CCN(c3ccccc3)CC2)s1	4%	21%	-8	2%	7%	16%	-2	-5%
Cc1nc2cc(Cl)ccc2n1CCO	-6%	-19%	9	-3%	-16%	-6%	9	10%
O=c1cc2c(nn1Cc1ccc(Cl)cc1)-c1ccccc1CC2	?	14%	31	11%	13%	-27%	3	-9%
CSCC[C@H](NC(=O)OC(C)(C)C)C(=O)NCC1CCC(C(=O)O)CC1 (stereo partly specified)	21%	-25%	3	11%	-6%	-12%	2	10%
Cc1cc(NC(=O)c2noc3c2CCCC3)nn1Cc1ccc(Cl)cc1	10%	6%	5	17%	4%	22%	-1	-2%
COc1ccc(C(=O)N(Cc2ccco2)Cc2ccco2)cc1	24%	?	.	.	.	13%	2	.
CCOC(=O)CN1C(=O)N[C@@H](c2cccc(F)c2)C(C(C)=O)=C1C	-3%	9%	2	5%	12%	-14%	10	-30%
Fc1ccc(N2N=C(c3cccs3)CC2c2ccccc2)cc1 (stereo unspecified)	4%	4%	4	3%	?	-21%	-12	?
O=C(CN1CCCCCC1)Nc1ccccc1F	-6%	5%	-2	2%	3%	19%	-5	-4%
COc1cc(C)c(Br)cc1S(=O)(=O)NCc1cccs1	.	19%	-7	-1%	-5%	-6%	-2	-1%
COc1ccc(/C=C/CN2CCN(Cc3ccc(F)cc3)C(CCO)C2)cc1 (stereo unspecified)	19%	-14%	-9	-3%	1%	-4%	-16	-2%
CC(C)(C)/C(O)=C/c1nc2cc(Cl)ccc2oc1=O	29%	-23%[1.82 µM]	-28	5%	-7%	28%	-9	2%
CCC1(c2ccccc2)NC(=O)N(CC(=O)NCc2ccc(F)cc2)C1=O (stereo unspecified)	11%	-19%	-1	14%	-5%	10%	5	1%
O=S(=O)(c1ccc(Cl)cc1)c1nc(-c2ccco2)oc1SCc1ccc(F)cc1	18%	10%	.	.	.	-10%	4	.
CCn1c(SCC(N)=O)nnc1C(C)C	15%	-3%	-16	7%	-7%	-9%	0	3%
Cc1ccc(NC(=O)CSc2nc(=O)n(CCCN(C)C)c3c2CCC3)cc1F	5%	13%	.	.	.	-12%	-13	.
Cc1ccc2occ(CC(=O)Nc3ccc(S(=O)(=O)N4CCCC(C)C4)cc3)c2c1 (stereo unspecified)	?	13%	.	.	.	18%	7	.
O=C1CNC(=S)N1CCc1ccc(Cl)cc1	-5%	6%[1.82 µM]	11	2%	11%	?	-8	-3%
CSc1ncc(C(=O)Nc2ccc(Cl)cc2)c(C)n1	10%	8%	3	2%	-5%	-10%	-1	0%
CCCCC(=O)NC(=S)NNC(=O)CC#N	0%	-16%	-13	9%	-1%	-11%	-2	0%
O=C(CS(=O)(=O)c1ccc(Cl)cc1)NCCS(=O)(=O)c1ccc(Cl)cc1	3%	-14%[9.22 µM]	16	-12%	3%	-2%	-13	-1%
O=C(N/N=C/c1cc(Br)ccc1O)c1ccncc1	2%	16%	25	-3%	4%	6%	-5	-4%

(further entries)
SMILES	FUS suppressor	TDP-43 yeast inh	DRD3 antagonist	EPAC2 agonist	aSyn rescue	Abeta yeast res	D3 ag	EPAC2 antag
COc1c(Cl)ccc(Cl)c1C(=O)NCc1ccco1	10%	18%	4	-2%	-1%	-22%	5	11%
Cc1c(NC(=O)Nc2ccc(C#N)cc2)c(=O)n(-c2ccccc2)n1C	-24%&-4%	-2%&-16%	-16	2%	-3%	-8%&-5%	-9&-10	2%
CCCCN(C1CCS(=O)(=O)C1)S(=O)(=O)c1ccc(C(C)C)cc1 (stereo unspecified)	11%	-27%	-6	8%	2%	?	-17	15%
CN(C)S(=O)(=O)c1ccc(N2CCCC2)c(C(=O)NCc2ccccc2)c1	-5%	-6%	-19	6%	-9%	-13%	5	14%
Cc1cc(=O)oc2c(C)c(OC(C)C(=O)NCc3ccccn3)ccc12 (stereo unspecified)	-3%	-29%	-15	3%	-4%	-10%	-14	1%
Cc1onc(-c2c(F)cccc2Cl)c1C(=O)N1CCCC1	-1%	-6%	19	-4%	17%	-3%	4	-2%
CCOC(=O)C1CCCN(C(=O)Cn2c(=O)cc(C)c3c(C)nn(C)c32)C1 (stereo unspecified)	12%	27%	.	.	.	-12%	0	.
COc1ccc(CCNCC(=O)N2C(C)CCCC2C)cc1OC (stereo unspecified)	1%	5%	5	9%	1%	24%	-8	-6%
COc1cc(OC)c(NC(=S)Nc2cccc(C(C)=O)c2)cc1Cl	38%	8%	-60*	10%	0%	4%	-10	-5%
NC(=O)c1ccccc1NC(=O)Nc1ccc(F)c(Cl)c1	-5%	6%	7	-4%	-6%	5%	-1	5%
COc1ccc(C)cc1NC(=O)C1CCN(C(=O)c2ccc(C(C)(C)C)cc2)CC1	?	-11%	?	10%	15%	34%	0	-13%
CCCCn1nc2cc(C(=O)NCc3ccc(C(F)(F)F)cc3C(F)(F)F)ccc2c1OCC	7%	11%	21	-14%	-5%	3%	7	10%
Cc1ccc(OCc2nnc(SCC(=O)N3C(C)CCCC3C)o2)cc1 (stereo unspecified)	13%	-18%	5	0%	5%	6%	13	-1%
CCOC(=O)N1CCN(S(=O)(=O)c2ccc(OCC)c(C)c2)CC1	6%	7%	6	-6%	2%	3%	5	-4%
CCn1cc(C(=O)OCC(=O)OC2CC(C)CCC2C(C)C)c(=O)c2ccc(C)nc21 (stereo unspecified)	?	22µM*	-81*	-11%	0%	-27%	-1	-24%
CCOC(=O)CNC(=O)c1sc(NC(=O)c2cccc(F)c2)nc1C	23%	-4%	-3	3%	2%	-3%	-8	-3%
CN1CCN(C(=O)CCN2C(=O)S/C(=C/c3ccc(Cl)cc3)C2=O)CC1	1%	-35%[inhibitor]	-3	7%	-1%	-12%	-15	9%
Cc1ccccc1/C=C/c1nc2ccccc2c(=O)n1CCc1ccccc1	.	13%	4	5%	-5%	8%	0	-7%
Nc1ccccc1N=Cc1ccc(-c2cccc(Cl)c2)o1	28%	0%	13	4%	-22%	-87%[inhibitor]	-3	-1%
Cc1cc(-c2ccc(S(=O)(=O)Nc3ccc(Br)c(C)c3)s2)on1	0%	15%	.	.	.	6%	-2	.
O=C1c2cccnc2C(Nc2ccc(Cl)cc2)N1Cc1cccs1 (stereo unspecified)	4%	-11%	-15	-4%	6%	-2%	-6	-30%
Cc1ccccc1-c1cc2nc(OCC3CCCO3)n(C)c(=O)c2s1 (stereo unspecified)	?	?	7	24%	26%	-31%	7	5%
CC(C)CC(NC(=O)OC(C)(C)C)c1cn([C@@H](Cc2ccc(O)cc2)C(=O)N2CCN(C(=O)OC(C)(C)C)CC2)nn1 (stereo partly specified)	?	3%	17	-14%	0%	9%	8	-2%
CC(C)(C)c1ccc(C(=O)Nc2ccc(OCc3cc(=O)n4ccsc4n3)cc2)cc1	-25%	25%	.	.	.	-2%	29	.
Cc1ccc(S(=O)(=O)c2nc(S(C)(=O)=O)sc2N2CCC3(CC2)OCCO3)cc1	8%	1%	3	-2%	1%	2%	8	5%

Nothing new here: four of the compounds above.
SMILES	FUS suppressor	TDP-43 yeast inh	DRD3 antagonist	EPAC2 agonist	aSyn rescue	Abeta yeast res	D3 ag	EPAC2 antag
Cc1ccccc1-c1cc2nc(OCC3CCCO3)n(C)c(=O)c2s1 (stereo unspecified)	?	?	7	24%	26%	-31%	7	5%
CC(C)CC(NC(=O)OC(C)(C)C)c1cn([C@@H](Cc2ccc(O)cc2)C(=O)N2CCN(C(=O)OC(C)(C)C)CC2)nn1 (stereo partly specified)	?	3%	17	-14%	0%	9%	8	-2%
CC(C)(C)c1ccc(C(=O)Nc2ccc(OCc3cc(=O)n4ccsc4n3)cc2)cc1	-25%	25%	.	.	.	-2%	29	.
Cc1ccc(S(=O)(=O)c2nc(S(C)(=O)=O)sc2N2CCC3(CC2)OCCO3)cc1	8%	1%	3	-2%	1%	2%	8	5%

(continued)
SMILES	FUS suppressor	TDP-43 yeast inh	DRD3 antagonist	EPAC2 agonist	aSyn rescue	Abeta yeast res	D3 ag	EPAC2 antag
CCCCn1c(SCC(=O)N2CC(=O)Nc3ccccc32)nnc1-c1ccoc1C	10%	7%	3	-3%	-1%	3%	6	9%
CCOC(=O)C(C(=O)OCC)N(C#N)c1nc(SC)nc(N(C)C)n1	3%	2%	5	4%	-1%	-1%	-4	-1%
CCCCN(C)C(=O)C1CCCN(S(=O)(=O)c2ccc3c(c2)CC(C)N3C(=O)C2CC2)C1 (stereo unspecified)	18%	-42%[inhibitor]	13	-10%	4%	-68%[inhibitor]	-7	-10%
C/C(=N\O)c1ccn(S(=O)(=O)c2ccc(Cl)cc2)c1	-6%	-18%	-9	15%	11%	-4%	0	-17%
Cn1c(SCC(=O)Nc2cccc(C(=O)O)c2)nnc1-c1cc2cc(Br)ccc2o1	10%	11%	7	3%	1%	-13%	-4	-8%
N#CCN1CCC2(O)CCCCC2C1c1ccc2c(c1)OCO2 (stereo unspecified)	10%	-15%	-19	12%	-11%	0%	-6	-8%
Cc1ccc(NC(=O)[C@H](NC(=O)[C@@H]2Cc3ccccc3CN2)c2ccccc2)c(C)c1	8%	4%	-23	-5%	10%	5%	0	21%
CCOC(=O)Cn1c(-c2ccc(OC)cc2)c(-c2ccc(OC)cc2)nnc1=O	15%	17%	4	7%	8%	12%	-4	-21%
Cc1sc2ncnc(N3CCC(C(=O)Oc4cccc(Cl)c4Cl)CC3)c2c1C	2%	-21%	7	0%	-5%	-15%	4	1%
Cc1ccc(CNC(=O)C(Cc2ccccc2)NS(=O)(=O)c2cccs2)cc1 (stereo unspecified)	-2%	-11%	-26	13%	0%	-7%	1	2%
O=C(Nc1ccc(Cl)cc1)P(=O)(O)c1ccccc1	-6%	18µM*	9	5%	0%	-8%	-6	12%
N#Cc1ccsc1NC(=O)CN1CCOCC1	-4%	-3%	5	1%	-3%	-6%	3	7%
CCCCCc1ccc(S(=O)(=O)NCCc2ccncc2)cc1	34%	-23%	-23	6%	-11%	17%	-34	-2%

Screening data (PubChem)

Some of the compounds tested. The share of hits here may be higher or lower than overall.
